# AID2073 = inhibitors of Mint1-CaV2.2 protein interaction, biochemical, HTRF (AID 2073). Voltage-dependent N-type calcium channel subunit alpha-1B (Homo sapiens). HTRF protein-protein interaction, Mint1-CaV2.2; higher % means a stronger effect. inhibition, % at 20 µM, or IC50 in µM where a hit was titrated. 290,000 tested, 0.19% active; in the data active = inhibition mostly above about 51%, no sharp cut-off; note: some results filed as inactive read as strong as hits
# GPR35 antagonists = GPR35 antagonists blocking zaprinast-driven arrestin recruitment, primary screen, imaging, U2OS, beta-arrestin-GFP, zaprinast agonist (AID 2058). G-protein coupled receptor 35 (Homo sapiens). U2OS GPR35 beta-arrestin-GFP translocation imaging, zaprinast antagonism; higher % means a stronger effect. one-dose inhibition, % at 10 µM; IC50 in µM for titrated hits. 290,000 tested, 0.052% active;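 active = inhibition of at least 50% with at least 30 cells and total cytoplasm GFP at most 10,000,000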
# HIV peptide binding = inhibitors of HIV fusion peptide binding, primary screen, biochemical, uHTS, fluorescence dequenching (AID 1986); cell-free peptide binding, fluorescence dequenching, 30 min; higher % means a stronger effect; inhibition, % at 20 µM; hits with a dose series show IC50 in µM; 290,000 tested, 0.3% active; in the data active = inhibition mostly above about 52%, no sharp cut-off; inactive = mostly below about 76%; note: some results filed as inactive read as strong as hits
# GPR55 activation = GPR55 agonists via beta-arrestin recruitment, primary screen, imaging, U2OS cells, beta-arrestin-GFP redistribution (AID 1961) | G-protein coupled receptor 55 (Homo sapiens) | activation, % at 10 µM; hits with a dose series show EC50 in µM | U2OS GPR55 beta-arrestin-GFP redistribution imaging; higher % means a stronger effect | 290,000 tested, 0.048% active;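 active = activation above 40% with more than 50 cells counted in the well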;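 note: U2OS osteosarcoma cells stably expressing GPR55 and beta-arrestin-GFP; plate controls were DMSO negative control for no effect and LPI positive control for full effect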
# SIAH1 antagonists = Siah-1 peptide-binding antagonists, primary screen, biochemical, fluorescence polarization, rhodamine-plectin, uHTS (AID 1817). E3 ubiquitin-protein ligase SIAH1 (Homo sapiens). Siah-1 / rhodamine-plectin peptide fluorescence polarization; higher % means a stronger effect. displacement, % at 20 µM, or IC50 in µM where a hit was titrated. 290,000 tested, 0.02% active;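 active = displacement of at least 50% at 20 µM, with a fluorescence ratio check between 0.3 and a set limit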;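 note: plate controls were Siah plus tracer with DMSO for no effect and tracer alone without Siah for full effect; strong numbers were not always called active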
# NTR1 agonist = agonists of NTR1, primary screen, imaging, U2OS cells, beta-arrestin-GFP, high content (AID 493036); Neurotensin receptor type 1 (Homo sapiens), P30989; 330,000 tested, 0.17% active; NTR1-U2OS beta-arrestin-GFP spot imaging, agonist mode; activation, % at 20 µM;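 active = activation at or above 40% of the spot to cytoplasm intensity ratio, with at least 20 cells analyzed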;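 note: 0% = DMSO without peptide and 100% = 100 nM NTR1 peptide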
# Target sequence (P30989 whole entry, looked up): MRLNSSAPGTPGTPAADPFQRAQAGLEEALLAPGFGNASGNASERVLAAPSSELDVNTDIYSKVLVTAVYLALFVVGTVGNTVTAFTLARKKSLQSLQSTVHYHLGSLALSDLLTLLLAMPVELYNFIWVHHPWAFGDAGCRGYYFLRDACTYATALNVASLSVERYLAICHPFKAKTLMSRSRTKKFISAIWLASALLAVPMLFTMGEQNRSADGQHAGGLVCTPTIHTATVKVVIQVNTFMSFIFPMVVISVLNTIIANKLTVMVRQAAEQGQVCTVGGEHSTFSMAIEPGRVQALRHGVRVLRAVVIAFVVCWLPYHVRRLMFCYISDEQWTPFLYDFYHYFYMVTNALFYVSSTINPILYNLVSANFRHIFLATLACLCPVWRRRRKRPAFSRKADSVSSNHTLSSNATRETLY
# NS5 inhibitors = Dengue-2 NS5 methyltransferase inhibitors, primary screen, biochemical, confirmation dose response (AID 588689) | Dengue-2 NS5 methyltransferase capping enzyme assay, biochemical; higher % means a stronger effect | Genome polyprotein (Dengue virus type 2 (strain 16681-PDK53)) | 340,000 tested, 0.3% active | one-dose inhibition, % at 25 µM; IC50 in µM for titrated hits; in the data active = a potency from the dose series
# GPR55 LPI antagonism = GPR55 antagonists blocking LPI-driven arrestin recruitment, primary screen, imaging, U2OS, beta-arrestin-GFP, LPI agonist (AID 2013); U2OS GPR55 beta-arrestin-GFP translocation imaging, LPI antagonism; higher % means a stronger effect; 290,000 tested, 0.13% active; one-dose inhibition, % at 10 µM; IC50 in µM for titrated hits; G-protein coupled receptor 55 (Homo sapiens);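 active = spots per cell inhibited over 60%, with over 100 cells counted and total cytoplasm intensity under 500,000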;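 note: U2OS cells stably carrying GPR55 and arrestin-GFP stimulated by 5 µM LPI near EC80; imaged beta-arrestin-GFP aggregate spots per cell after agonist stimulation; plate controls were LPI-stimulated DMSO wells for no effect and DMSO wells without LPI for full effect; some results filed as inactive read as strong as hits; confirmed hits need IC50 under 10 µM and bright autofluorescent wells are also inconclusive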
# K1F lysis inhibition = inhibition of K1F phage lysis, E. coli UTI89, bacterial capsule biogenesis inhibitors, alamar blue (AID 488966) | E. coli UTI89 K1F phage lysis, alamar blue, 2 h; higher % means a stronger effect | 340,000 tested, 0.02% active | inhibition, % at 100 µM; hits with a dose series show IC50 in µM;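 active = phage lysis inhibition, versus mean bacterial control, above a set limit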;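 note: capsule biogenesis inhibitors block K1F phage lysis so surviving cells raise fluorescence; higher fluorescence means more inhibition of phage lysis; actives were called in the ten point dose series up to 300 µM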
# NTR1 agonist cell count 20 µM = also measured in NTR1 agonist; calls as there; cell count; measured here: cell count, cytotoxicity flag
# NS5 inhibitors pilot replicate = further read-out of NS5 inhibitors, marked with its call; inhibition, %; measured here: pilot screen replicate inhibition
# Starred values were filed as active, the others as inactive; · = not tested or not shown; [ ] = remark or other dose.
SMILES,AID2073,GPR35 antagonists,HIV peptide binding,GPR55 activation,SIAH1 antagonists,NTR1 agonist,NTR1 agonist cell count 20 µM,NS5 inhibitors,GPR55 LPI antagonism,K1F lysis inhibition,others
COc1ccc(-c2noc(C3CCCN(C(=O)Nc4ccccc4)C3)n2)cc1 (stereo unspecified),22%,9%,0.4%,-0.1%,5%,1.0,38,-6%,2%,-0.1%,
O=C(CSc1nnc(C2CCCCC2)n1-c1ccccc1)NCc1ccco1,-11%,12%,3.3%,0.0%,5%,-0.7,51,3%,9%,0.3%,
Cc1cc(N2CCN(C)CC2)n2nc(-c3ccc(Cl)cc3)nc2n1,11%,6%,2.2%,0.4%,-3%,2.7,97,-6%,6%,0.0%,
CCN(CC)CCNc1nc(-c2ccco2)c2c(c1C#N)CC(C)(C)OC2,34%,-9%,-1.2%,0.0%,-3%,-0.3,43,-6%,20%,0.1%,NS5 inhibitors pilot replicate=3.0
Cn1cc(CN(CCCN2CCOCC2)C(=S)Nc2cccc(Cl)c2)c2ccccc21,-24%,-1%,0.0%,-0.3%,9%,1.5,54,-6%,3%,-0.3%[50 µM],
CC(C)C(C(=O)OCC(=O)c1cccc([N+](=O)[O-])c1)N1C(=O)[C@@H]2[C@H]3CC[C@H](C3)[C@@H]2C1=O (stereo partly specified),-2%,10%,-3.1%,0.1%,3%,-0.3,80,-1%,5%,0.1%[50 µM],
CCCS(=O)(=O)N1CCN(Cc2ccc3c(c2)c2ccccc2n3CC)CC1,28%,8%,-0.5%,-0.2%,3%,2.9,34,-4%,7%,9.5%,
O=C(N/N=C/c1cn[nH]c1-c1ccccc1)c1ccco1,-2%,5%,0.3%,-0.1%,3%,-1.7,28,2%,-5%,-0.4%,
CCN(CC)c1ccc(CC(=O)NC(C)Cc2ccccc2)cc1 (stereo unspecified),-8%,0%,1.8%,0.2%,3%,0.6,49,1%,12%,-0.1%,
O=S(=O)(c1ccc(Cl)cc1)N1CCCC1c1nc2ccccc2s1 (stereo unspecified),3%,-1%,1.2%,0.1%,4%,6.4,75,1%,14%,0.0%,
O=C(c1ccc(Cl)s1)N1CCN(c2ncccn2)CC1,0%,2%,-0.4%,0.7%,5%,1.7,63,3%,-7%,0.1%,
CCCNC(=O)C12CCC(C)(C(=O)O1)C2(C)C (stereo unspecified),16%,-2%,2.1%,-0.3%,1%,-0.1,44,·,-8%,·,
O=C(O)C(Cc1c[nH]c2ccccc12)NS(=O)(=O)c1ccc2ccccc2c1 (stereo unspecified),1%,16%,10%,-0.3%,20%,1.3,60,-5%,-1%,0.0%,
O=C(CCN1CCCC1)c1cccs1,8%,6%,0.6%,1.5%,-4%,-1.8,79,-10%,-7%,0.0%,
COc1ccc(/C=N/Nc2cc(C)nc(N3CCOCC3)n2)cc1,-1%,16%,0.7%,0.3%,1%,-0.2,65,-5%,5%,-0.4%,
Cc1ccc(S(=O)CCNC(=O)Cc2ccccc2)cc1 (stereo unspecified),-1%,26%,0.1%,-0.1%,0%,1.7,37,-5%,-5%,0.5%,
Cc1noc(C)c1C(=O)Nc1cccc2ncccc12,7%,-6%,2.6%,-0.2%,0%,-0.6,51,-7%,16%,0.2%,
CN(Cc1ccccc1)CC(O)COc1ccc(CNCCc2cccnc2)cc1 (stereo unspecified),-12%,2%,-1.3%,0.3%,-8%,1.9,45,1%,12%,0.4%,
Cc1ccc(Cl)cc1Nc1nc(-c2cccnc2)cs1,6%,0%,1.0%,0.2%,6%,12,72,-7%,-20%,-0.2%,
Clc1ccc(-c2nnc(-c3ccccc3)c(-c3c[nH]c4ccccc34)n2)cc1,13%,8%,-0.1%,-0.1%,0%,5.5,57,-8%,3%,0.1%,
CC(=O)Nc1nc(CC(C)C)cc2c1c(=O)oc1ccccc12,-2%,-17%,0.7%,1.2%,-6%,1.8,68,-1%,-12%,0.6%,
O=C(/C=C/c1cccs1)c1ccc(NC(=O)c2ccccc2F)cc1,0%,-9%,0.7%,-0.2%,-3%,4.4,76,3%,5%,0.6%[50 µM],
O=C(CNS(=O)(=O)c1ccccc1)N1CCc2ccccc2C1,-2%,4%,1.8%,0.5%,2%,-0.2,63,-8%,-15%,0.2%,
O=C1NC2(CCCCCC2)C(=O)N1Cc1ccc([N+](=O)[O-])cc1,8%,-7%,-0.8%,-0.1%,-3%,-0.4,76,-7%,8%,1.7%[50 µM],
COc1cc2cc(CN(Cc3nnnn3C3CCCC3)C3CCCC3)c(=O)[nH]c2cc1OC,-3%,12%,-1.6%,-0.3%,-2%,·,·,·,-2%,·,
CCC(C)n1c(SCC(=O)NC(=O)c2cccn2C)nc2ccccc2c1=O (stereo unspecified),38%,-1%,0.7%,0.0%,1%,2.6,57,-5%,100%*,0.8%,
CCc1cc(-c2nc(N)ncc2-c2csc(C)n2)c(O)cc1OC,10%,-6%,-2.0%,0.0%,2%,1.0,87,4%,-7%,0.0%,
COc1ccc(-c2nc(-c3ccc(O)cc3O)cs2)cc1OC,23%,-1%,-2.3%,-0.1%,-4%,·,·,-2%,14%,-0.2%,
COC(=O)C1=CN(c2ccc(F)cc2)C=C(C(=O)OC)C1c1cccc([N+](=O)[O-])c1,0%,18%,-1.8%,0.4%,-5%,2.9,88,1%,11%,2.8%[50 µM],
CNc1ccc(Br)cc(C(=O)/C=C/c2cc(OC)ccc2OC)c1=O,9%,-12%,23%,-0.5%,-3%,0.3,96,-11%,5%,3.7%,
O=C(CSc1ccccc1F)NC(=O)NCc1ccco1,78%,-8%,22%,-0.3%,-3%,2.5,48,-10%,6%,0.1%,
CCn1c(CNC(=O)Cc2ccc(OC)cc2)n[nH]c1=S,49%,0%,1.3%,0.5%,0%,0.4,48,-7%,-1%,0.9%,
O=C(OCc1ccc(Cl)c(Cl)c1)c1cnccn1,8%,-4%,-1.4%,-0.1%,-5%,-2.2,91,-3%,0%,6.2%,
CC1CCCC(C)N1C(=O)CSc1nnc(CSc2ncccn2)n1C (stereo unspecified),-9%,5%,1.7%,0.6%,-1%,-0.6,75,-6%,8%,-0.4%,
COc1cc(Cl)c(S(=O)(=O)NCCCn2ccnc2)cc1Cl,-2%,-4%,-0.2%,0.8%,7%,-0.8,59,-8%,-12%,0.2%,NS5 inhibitors pilot replicate=-6.4
CCOC(=O)CSc1nc2ccccc2c(=O)n1CC(C)C,5%,-13%,-0.8%,0.5%,0%,1.3,62,7%,43%,-0.5%,
COc1ccc(C)cc1NC(=O)C(OC(=O)c1ccc(Cl)c(S(=O)(=O)N(C)c2ccccc2)c1)c1ccccc1 (stereo unspecified),14%,11%,-0.1%,1.2%,-6%,2.0,69,-7%,7%,0.0%,
O=C(CSc1nc(SCC(=O)NCc2ccccc2)n(-c2ccccc2)n1)NCc1ccccc1,-8%,-13%,-1.4%,0.3%,-8%,2.1,57,-6%,0%,-0.9%,
Cc1cccc(NC(=O)c2cc(-c3ccc(C)c(C)c3O)n[nH]2)c1,-7%,1%,-2.4%,0.4%,-1%,6.5,96,0%,1%,0.7%[50 µM],
CCOc1cc(/C=C2\N=C3CCCCCN3C2=O)ccc1O,-15%,-2%,13%,-0.5%,-4%,0.7,40,-61%,3%,-0.7%,
COC(=O)c1ccc(N2CCN(C)CC2)c(NC(=O)COc2ccccc2Cl)c1,12%,-4%,-2.4%,-0.2%,-1%,6.0,54,1%,1%,0.0%,
CCCC(=O)NCCc1cc2cc(C)c(C)cc2[nH]c1=O,6%,-2%,3.7%,0.1%,-1%,·,·,0%,-2%,0.2%,
CCOC(=O)c1cccc(NC(=O)CN2C(=O)C3CC=CCC3C2=O)c1 (stereo unspecified),-1%,2%,0.0%,-0.1%,2%,-0.8,60,2%,12%,0.1%,
COc1cc(O)c(C(CCN2CCCCC2)c2cc(OC)c(OC)c(OC)c2)c(OC)c1 (stereo unspecified),3%,-7%,0.6%,0.0%,-2%,-0.4,89,-5%,-5%,1.1%,
O=C(NN=C1CCCCCC1)c1ccc(Br)o1,4%,8%,-0.8%,0.7%,4%,2.9,62,1%,-6%,0.2%,
CCN(Cc1cc2ccccc2[nH]c1=O)C(=O)C(C)C,6%,18%,0.4%,0.5%,1%,0.9,39,0%,16%,3.8%,
O=C(c1ccc(CN2CCOCC2)cc1)N1CCN(c2cccc(Cl)c2)CC1,2%,-2%,-3.8%,-0.1%,-1%,0.0,61,-1%,0%,0.5%,
COc1ccc(NC(=O)C2CCCN(C(=O)Nc3cccc(OC)c3)C2)cc1 (stereo unspecified),-9%,1%,-0.8%,0.5%,-2%,1.0,55,-4%,1%,-0.9%,
COc1ccc(CCNC(=O)CS(=O)Cc2nc(-c3ccc(C)cc3)oc2C)cc1OC (stereo unspecified),12%,-14%,0.4%,-0.1%,5%,-0.2,69,-6%,6%,-0.1%,
COc1ccccc1NC(=O)NCCCl,3%,15%,0.6%,0.0%,0%,0.5,64,-4%,8%,0.0%,
CC(=O)N/C(=C\c1ccccc1)C(=O)OCc1ccc(F)cc1,6%,7%,0.2%,0.0%,-4%,-0.8,81,-13%,19%,0.1%,
CCOC(=O)c1sc(NC(=O)c2cncc(Br)c2)nc1C,0%,-7%,1.9%,0.5%,10%,·,·,·,-3%,·,
CCN(CC)c1ccc(C(=O)Nc2ccccc2)cc1[N+](=O)[O-],-9%,-14%,-3.9%,0.1%,3%,3.0,45,-9%,-11%,-2.4%,
CC(C)Sc1cc(N2CCOCC2)nc(-c2ccc(Cl)cc2)n1,1%,0%,-1.3%,-0.1%,3%,6.7,55,-3%,-4%,0.8%,

# Entries above that have two or more sulfur atoms:
SMILES,AID2073,GPR35 antagonists,HIV peptide binding,GPR55 activation,SIAH1 antagonists,NTR1 agonist,NTR1 agonist cell count 20 µM,NS5 inhibitors,GPR55 LPI antagonism,K1F lysis inhibition,others
O=S(=O)(c1ccc(Cl)cc1)N1CCCC1c1nc2ccccc2s1 (stereo unspecified),3%,-1%,1.2%,0.1%,4%,6.4,75,1%,14%,0.0%,
CC1CCCC(C)N1C(=O)CSc1nnc(CSc2ncccn2)n1C (stereo unspecified),-9%,5%,1.7%,0.6%,-1%,-0.6,75,-6%,8%,-0.4%,
O=C(CSc1nc(SCC(=O)NCc2ccccc2)n(-c2ccccc2)n1)NCc1ccccc1,-8%,-13%,-1.4%,0.3%,-8%,2.1,57,-6%,0%,-0.9%,

# From PubChem BioAssay
